Giardia FBPA inh: qHTS Assay for Inhibitors of Fructose-1,6-bisphosphate Aldolase from Giardia Lamblia; A8B2U2; purified Giardia FBPA; Potency, µM (doses to about 59.6 µM), without a hit: at the highest dose activity, negative = inhibition, usual class: inhibitors; 290,000 tested, 0.71% active; AID 2451, 2010; also: potency is read from the fitted curve at half-maximal effect; nearly all actives have a fitted effect of over 55% in size
Target sequence (A8B2U2 whole entry, looked up): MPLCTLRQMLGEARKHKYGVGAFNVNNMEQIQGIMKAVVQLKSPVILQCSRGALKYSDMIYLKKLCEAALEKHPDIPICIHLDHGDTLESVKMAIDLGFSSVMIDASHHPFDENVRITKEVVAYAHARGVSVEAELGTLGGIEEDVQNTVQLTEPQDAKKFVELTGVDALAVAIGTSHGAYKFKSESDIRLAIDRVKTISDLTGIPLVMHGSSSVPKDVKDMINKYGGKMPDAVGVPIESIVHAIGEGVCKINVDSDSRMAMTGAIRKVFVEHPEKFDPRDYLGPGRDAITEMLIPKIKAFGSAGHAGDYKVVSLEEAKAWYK
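Giardia FBPA (40 nM reagent) was preincubated 10 min at RT with compound (up to 57.5 uM final), then substrate plus GAPDH/TPI/NAD/arsenate coupling system with diaphorase/resazurin was added; resorufin fluorescence (525/598 nm) was read after 20 min.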
HCV inhibitor: qHTS Assay for Inhibitors of Hepatitis C Virus (HCV); 340,000 tested, 3.4% active; Potency, µM (titrated, usually from 41.8 µM), inactives show at the top dose activity change, negative = inhibition, usual class: inhibitors; Huh7.5.1 HCVcc-Cre infection, luciferase reporter, 44 h; also: potency is read from the fitted curve at half-maximal effect
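Cells seeded at 1,000/well and cultured 4 h, then compounds added followed by HCVcc-Cre virus (~0.5 moi). After 44 h further culture, luciferase substrate was added, plates held 15 min at room temperature, and luminescence read for 15 sec.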
AmpC inh detg: qHTS Inhibitors of AmpC Beta-Lactamase (assay with detergent); 370,000 tested, 0.041% active; AmpC hydrolysis of nitrocefin, absorbance 480 nm, 0.01% Triton; P00811; Potency, µM (doses to about 114 µM), for inactives: top-dose activity change, negative = inhibition, hits mostly inhibitors;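 also: potency is read from the fitted curve at half-maximal effect; 0% = no-compound wells and -100% = no-enzyme wells; nearly all actives have a fitted effect of over 25% in size; some results filed as inactive show a strong effect at the top dose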
Target sequence (P00811 whole entry, looked up): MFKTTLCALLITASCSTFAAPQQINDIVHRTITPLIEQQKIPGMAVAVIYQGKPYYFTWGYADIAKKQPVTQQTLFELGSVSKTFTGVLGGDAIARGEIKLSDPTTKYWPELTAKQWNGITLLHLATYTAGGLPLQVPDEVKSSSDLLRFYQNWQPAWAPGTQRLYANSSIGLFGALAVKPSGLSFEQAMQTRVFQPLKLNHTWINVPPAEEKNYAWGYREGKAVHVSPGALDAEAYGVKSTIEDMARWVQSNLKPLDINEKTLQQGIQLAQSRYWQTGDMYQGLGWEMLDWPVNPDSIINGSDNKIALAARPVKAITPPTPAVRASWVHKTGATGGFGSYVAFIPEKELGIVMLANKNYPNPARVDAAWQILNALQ
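20 mM phosphate pH 7.0 + 0.01% (detergent screen) or 0.0001% Triton X-100; 5.3 nM AmpC reagent; cpd preinc 15 min RT; nitrocefin (800 uM stock) to start; A480 q20 s × 4 min; Activity was normalised to no-enzyme and no-compound control wells.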
HCMV inh: qHTS Assay for inhibitors of the human cytomegalovirus (HCMV) | 410,000 tested, 4.5% active | HFF cells, HCMV-luciferase reporter, 72 h; stronger effect = lower value | AID 1259415, 2018 | activity change, negative = inhibition, % at 57.5 µM; in the data active = activity change below about -60%; inconclusive = no clear call, values can overlap the other calls; inactive = above about -39%
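Two compound doses tested in HFFs infected with HCMV-luciferase, MOI 1 PFU/cell, 72 h at 37C. Lysate luminescence read with OneGlo; data normalized against buffer-only and 10uM Salinomycin inhibitor controls.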
Sm TGR inh: qHTS Assay for the Inhibitors of Schistosoma Mansoni Peroxiredoxins | Potency, µM (doses to about 114 µM), for inactives: top-dose activity change, negative = inhibition, most hits filed as inhibitors | 360,000 tested, 3% active | Schistosoma mansoni thioredoxin glutathione reductase (TGR), Q962Y6 | purified TGR, DTNB reduction, TNB absorbance 405 nm; also: potency is read from the fitted curve at half-maximal effect; nearly all actives have a fitted effect of over 60% in size
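First, TGR (20 nM dispensed) and NADPH were mixed with compound. Second, a 15 min room-temperature incubation followed. Third, further NADPH and then DTNB were added to start the reaction. Finally, TNB absorbance was monitored kinetically.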
AmpC no deterg: qHTS Inhibitors of AmpC Beta-Lactamase (assay without detergent); AmpC nitrocefin hydrolysis, absorbance 480 nm, 0.0001% Triton; P00811; 330,000 tested, 0.52% active; Potency, µM (top dose mostly 57.1 µM), inactives show top-dose activity change, negative = inhibition, most hits filed as inhibitors;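 also: potency is read from the fitted curve at half-maximal effect; plate controls were no compound for no effect and no enzyme for full effect; nearly all actives have a fitted effect of over 20% in size; some results filed as inactive show a strong effect at the top dose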
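AmpC (5.3 nM in the dispensed reagent) in 20 mM phosphate pH 7.0 with 0.01% (detergent screen) or 0.0001% Triton X-100 was preincubated with compounds for 15 min at room temperature. Nitrocefin was then added from an 800 uM solution, and hydrolysis was followed at 480 nm.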
The depositor's hits bear a star; u = inconclusive; x = no result given; & = joins results of further samples; [ ] = dose if it differs, or a comment. Unless noted, calls follow the shape of the dose curve; as a rule, active = well fitted curve in the direction sought with a large enough effect; inconclusive = small, poorly fitted or top-dose-only effect, or another doubt; inactive = no such curve, though single readings can be large; an effect the other way counts as inactive or inconclusive. Unless noted, % is scaled to controls: 0 for no effect and ±100 for the full control effect. Random draw from the library; any-hit rate near 9.9%.

Every second line gives: Giardia FBPA inh	HCV inhibitor	AmpC inh detg	HCMV inh	Sm TGR inh	AmpC no deterg
CCN(C(=N)N=C(N)N)c1ccccc1
→ -1%	-7%	-5%	-27	-32%	-18%
Cc1ccc(C(=O)O)cc1NC(=O)CCc1ccccc1
→ 12%	7%	2%	2	-3%	-27%[2.29 µM]
COc1ccc(-c2noc(CNC(=O)COc3cccc(C)c3C)n2)cc1
→ x	x	16%	-36	3%	x
COc1ccc(OC)c(NC(=O)CSc2nnc(-c3cnccn3)n2C)c1
→ x	11%	-1%	7	-1%	-2%
Cc1ccc(NC(=S)N(CCCN2CCOCC2)Cc2ccccn2)cc1
→ -22%	-7%	-5%	44	-2%	6%
CN(CC(=O)Nc1ccc(Cl)c(C(F)(F)F)c1)C(=O)c1ccc2c(c1)NC(=O)CS2
→ x	11%	1%	20	1%	3%
CC(C)(C)NC(=O)COc1ccc(CNCc2cccs2)cc1
→ -5%	-5%	-5%	55	15%	-5%
Cn1cnnc1SCc1ccc(C(=O)N=Nc2c(O)n(Cc3ccc(Cl)cc3)c3ccccc23)cc1
→ 5%	10µM*	-1%	-33	0%	169%[activator]
COCCN(C(=O)CCC(=O)Nc1nccs1)C(C(=O)NC(C)(C)C)c1ccc(C)cc1 (configuration not stated)
→ x	9%	-7%	-74*	-6%	19%
CC1=C(C(=O)Nc2ccccn2)C(c2ccc(Br)cc2)n2ncnc2N1 (configuration not stated)
→ 7%	-9%	-14%	44	-23%	-1%
Cc1ccc(-n2cccn2)c(CN2CCCC(CNC(=O)c3ccc(F)cc3)C2)c1 (configuration not stated)
→ 2%	u	-9%	18	x	-6%
C/C=C\C(=O)Nc1cccc(C2=NOC3(C2)C[C@H](C(N)=O)N(C(=O)[C@H]2CCC(=O)N2)C3)c1 (some centres not stated)
→ 2%	10%	1%	x	-1%	14%
Cc1ccc2occ(-c3cc(-c4ccccc4)nc4c3COc3ccccc3-4)c(=O)c2c1
→ x	x	1%	-4	-3%	x
Cc1ccc2oc(-c3ccc(C)c(NC(=O)Cc4cccs4)c3)nc2c1
→ 0%	10%	5%	-5	-1%	-29%
O=S(=O)(CCSc1nc2ccccc2o1)c1nc2ccccc2s1
→ -23%	11µM*	-15%	32	0.71µM*	-28%
Cc1cc(C)nc(N/N=C/c2ccccc2OCc2ccc(Cl)cc2)n1
→ -7%	u	u	-22	-2%	-35%
COc1ccc(C2=C/C(=C/c3cccnc3)C(=O)O2)cc1OC
→ -11%	32%[activator]	-6%	-1	-31%	-28%
COC(=O)c1sc(NC(=S)NC(=O)c2ccc(F)cc2)nc1C
→ 0%	x	5%	-15	1%	-15%
COc1cc(C2c3c(oc4ccccc4c3=O)C(=O)N2Cc2ccc(C)cc2)ccc1O (configuration not stated)
→ x	x	-5%	3	-4%	x
O=C(CSc1nc2ncc(Br)cc2[nH]1)c1cccc([N+](=O)[O-])c1
→ -24%	-26%	u	-2	-4%	32µM*
Cc1ccc(C(=O)Nc2ccnc(-c3ccncc3)n2)cc1
→ -3%	-10%	4%	u	x	-10%
O=C(Nc1ccccc1)Nc1cccc2nsnc12
→ u	-26%	-3%	35	5%[57.1 µM]	-36%
COc1cc(C(=O)COC(=O)c2cc([N+](=O)[O-])ccc2N2CCOCC2)ccc1OC(F)F
→ x	1.1µM*	-12%	-3	-20%	7%
CCCNC(=O)CS(=O)(=O)c1ccccc1
→ -7%	8%	u	-31	-22%	-1%
O=C(NCc1cccnc1)C(=O)N/N=C/c1ccc([N+](=O)[O-])cc1
→ -5%	-10%	-4%	-13	4%	-4%
COCCNC(=O)CN1CCC(n2c(C)nc3cc(C(F)(F)F)ccc32)CC1
→ 0%	10%	u	18	2%	32%
CCOc1ccc(NC(=O)/C=C/c2ccc(OC)cc2)c([N+](=O)[O-])c1
→ 17%	1%	-3%	27	2%	-21%
O=C(CCNC(=O)c1ccco1)NCCc1ccc(Cl)cc1
→ x	3%	6%	22	7%	-10%
CCOc1ccc(-n2c(SCC(=O)Nc3ccc(Br)cc3)nc3n[nH]c(C)c3c2=N)cc1
→ 0%	u	4%	0	0%	-5%
Cc1ccc(S(=O)(=O)CCC(=O)OCc2ccc(S(=O)(=O)C(C)C)cc2)cc1
→ 0%	15%	-1%	-25	u	18%
COc1ccccc1-c1nc2c(c(SCc3cccc(Cl)c3)n1)Cc1c(CO)cnc(C)c1O2
→ x	x	18%	3	-2%	x
O=C(c1ccccc1)C(CN1CCCC1)c1ccccc1 (configuration not stated)
→ -7%	u	2%	-103*	45µM*	-8%
Cc1oc(-c2ccc(C(=O)NCc3ccc(Cl)cc3)cc2)nc1CS(=O)(=O)c1ccccc1
→ x	x	-3%	-69*	u	x
S=C(Nc1ccccc1)N1CCC(C2CCN(C(=S)Nc3ccccc3)CC2)CC1
→ 3%	2%	5%	x	2%	-11%
COc1ccc(S(=O)(=O)NNC(=O)c2ccc(-n3c(C)ccc3C)cc2)cc1
→ -8%	-6%	-15%	-6	10µM*	-50%
COCCOc1ccc(C(F)(F)F)cc1NC(=O)c1ccc(C(F)(F)F)cc1
→ -3%	-4%	-10%	5	2%	-12%
COc1ccc(S(=O)(=O)N(C)CC(=O)NCc2ccccn2)cc1
→ 4%	24%	2%	13	-5%	7%
COc1cc([N+](=O)[O-])ccc1NC(=S)NNC(=O)c1ccc2c(c1)OCO2
→ x	-16%	7%	-14	4%	-47%
CCOC(=O)CN1C(=O)C(O)(CC(=O)c2ccco2)c2ccccc21 (configuration not stated)
→ 2%	4%	-12%	-1	2%[11.4 µM]	-27%
COc1ccc(-c2c(-c3ccc(O)cc3O)n[nH]c2C(F)(F)F)cc1
→ -1%	u	-12%	-7	-2%	-50%
CCOc1ccc(-c2nnc(SCC(=O)Nc3ccc(C)cc3C)o2)cc1
→ x	x	-6%	11	-5%	x
CCc1cccc(C)c1NC(=O)c1cc(S(=O)(=O)N(C)Cc2ccccc2)ccc1F
→ x	x	-5%	u	-6%	x
Cc1ccc(-c2nnc(SCC(=O)N/N=C/c3ccc(C)s3)n2-c2ccc(C)cc2)cc1
→ 9%	u	-1%	-63*	2%	-15%
CSc1ccccc1C(=O)Nc1cccc(C(C)=O)c1
→ -5%	-6%	-1%	29	-2%	-27%
COc1cccc(CN2CCNC(=O)C2CC(=O)NCCOc2cccnc2)c1OC (configuration not stated)
→ -6%	-2%	-5%	19	-28%	18%

Of the compounds above, 3 contain a thiophene ring, fused or not:
Every second line gives: Giardia FBPA inh	HCV inhibitor	AmpC inh detg	HCMV inh	Sm TGR inh	AmpC no deterg
CC(C)(C)NC(=O)COc1ccc(CNCc2cccs2)cc1
→ -5%	-5%	-5%	55	15%	-5%
Cc1ccc2oc(-c3ccc(C)c(NC(=O)Cc4cccs4)c3)nc2c1
→ 0%	10%	5%	-5	-1%	-29%
Cc1ccc(-c2nnc(SCC(=O)N/N=C/c3ccc(C)s3)n2-c2ccc(C)cc2)cc1
→ 9%	u	-1%	-63*	2%	-15%

Going on with the list.
Every second line gives: Giardia FBPA inh	HCV inhibitor	AmpC inh detg	HCMV inh	Sm TGR inh	AmpC no deterg
O=C(OCC(=O)N1CCCc2ccccc21)c1cc(Cl)ccc1O
→ x	-3%	-9%	-7	-32%	4%
Cc1cccc(C)c1NC(=O)N1CCCCCCC1
→ 3%	19%	5%	0	1%	-4%
CC1=NN(C(=O)c2ccccc2Cl)C(O)(c2cccnc2)C1 (configuration not stated)
→ 4%	5%	2%	20	x	1%
Cc1nn(-c2ccccc2)c(Cl)c1/C=N/NC(=O)C1COc2ccccc2O1 (configuration not stated)
→ 1%	-2%	-9%	x	-17%	-21%
CC1=C(C(=O)OC2CCCC2)C(c2coc3ccccc3c2=O)C2=C(CCCC2=O)N1 (configuration not stated)
→ -4%	9%	2%	-7	12%	15%
CC(=O)c1cc2c(cc1NC(=O)c1ccccc1C)OCO2
→ 1%	x	-4%	x	x	-15%
COc1ccccc1CNC(=O)c1ccc2c(c1)N(Cc1cccc(C)c1)C(=O)c1ccccc1S2(=O)=O
→ x	x	u	-8	0%	x
O=C(NC(=S)NNC(=O)c1cnccn1)c1ccc(Cl)cc1
→ 22%	u	2%	94	14%	-3%
O=S(=O)(NCC(c1cccnc1)N1CCN(c2ccccc2)CC1)c1cc(F)ccc1F (configuration not stated)
→ 10%	6%&2%	-9%	20	u	85%[activator]
CO[C@@H]1O[C@@H]2COC(c3ccccc3)O[C@@H]2[C@@H](OC)[C@@H]1O (some centres not stated)
→ 2%	17%	-8%	-2	-3%	-17%
C=CCNC(=O)C1CCN(c2nc(C)cc(-c3ccccc3)n2)CC1
→ 1%	2.8µM*	u	50	0%	51%
O=C(NCCc1ccccc1)C(=O)NCC1OCCN1S(=O)(=O)c1cc(F)ccc1F (configuration not stated)
→ 4%	5%	u	14	-11%	28%
Cc1cc(C)cc(OCC(=O)Nc2ccncc2)c1
→ 10%	u	-10%	-28	-17%	-13%
O=c1[nH]c(=O)n(Cc2ccco2)c2c1C(C(F)(F)F)(C(F)(F)F)N=C(C1CCCCC1)N2
→ 18%	8%	1%	-15	2%	-22%
Cc1ccc(NC(=O)CN2CCC(NC(=O)Cc3ccccc3)CC2)c(C)c1
→ 1%	-25%	u	u	5%	-3%
COc1ccc(C(=O)OC(C)CN2CCOCC2)cc1 (configuration not stated)
→ -4%	14%	-14%	2	13%	0%
COc1ccc(N2CCN(CCCNC(=O)c3ccc(CS(=O)(=O)c4ccc(Cl)cc4)o3)CC2)cc1
→ x	-23%	2%	u	-10%	146%[activator]
COC(=O)c1c(C)[nH]c(C(=O)C(C)OC(=O)C2CC2C)c1C (configuration not stated)
→ x	-11%	-5%	-31	-11%	-13%
CCCS(=O)(=O)Nc1ccc2cn[nH]c2c1
→ -7%	1%	-3%	52	-3%	-20%
O=C(c1ccc(N2CCCC2)c([N+](=O)[O-])c1)N1CCN(S(=O)(=O)c2ccccc2)CC1
→ x	14µM*	0%	2	-12%	57%
O=C(O)c1ccc(-[n+]2c(-c3ccccc3)cc(-c3ccccc3)cc2-c2ccccc2)cc1
→ x	-7%	-7%	6	0%	-29%
N#CC(C#N)=Cc1ccc(OC(=O)c2ccccn2)cc1
→ -1%	-2%	-4%	-20	8.9µM*	-24%
CN(Cc1ccncc1)C1CC(=O)N(c2ccc(Cl)cc2)C1=O (configuration not stated)
→ 7%	7%	u	15	u	-7%
COc1ccc(CCC(=O)OCC(=O)Nc2sccc2C(N)=O)cc1
→ x	2%	-3%	1	-12%	-29%
COc1ccc(OC(=O)c2cnc3n(c2=O)CCS3)cc1
→ 7%	8%	-13%	1	-7%	-24%
CCCOc1ccc(CN2CCOCC2)cc1OC
→ -5%	11%	-9%	0	-7%	2%

Source: PubChem (National Center for Advancing Translational Sciences (NCATS))
